HDAC3 inhib = HDAC3 deacetylase inhibitors, primary screen, biochemical, fluorescence, cell-free homogeneous | Histone deacetylase 3 (Homo sapiens), O15379 | recombinant HDAC3, fluorogenic peptide/trypsin coupled | inhibition, % at 8.3 µM | 0.15% of 320,000 active; in the data active = inhibition above about 26%, passing the limit was not always enough; inconclusive = no clear call, values can overlap the other calls
Target sequence (O15379 whole entry, looked up): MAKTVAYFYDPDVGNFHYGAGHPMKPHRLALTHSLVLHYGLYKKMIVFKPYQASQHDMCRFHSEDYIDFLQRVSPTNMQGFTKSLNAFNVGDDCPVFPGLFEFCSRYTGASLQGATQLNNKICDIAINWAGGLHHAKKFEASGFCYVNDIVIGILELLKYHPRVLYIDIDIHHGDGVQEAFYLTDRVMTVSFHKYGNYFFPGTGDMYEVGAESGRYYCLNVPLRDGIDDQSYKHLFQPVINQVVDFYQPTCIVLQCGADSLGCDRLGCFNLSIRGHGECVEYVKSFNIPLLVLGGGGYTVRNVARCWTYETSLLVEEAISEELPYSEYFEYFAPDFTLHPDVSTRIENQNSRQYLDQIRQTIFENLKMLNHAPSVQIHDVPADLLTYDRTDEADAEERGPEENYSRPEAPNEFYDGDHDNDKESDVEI
KLF5 inhibitor = KLF5 expression inhibitors, primary screen, DLD-1 cells, luminescence. DLD-1 KLF5 promoter-luciferase reporter. inhibition, % at 5 µM. 0.23% of 290,000 active;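 active = inhibition above a per-plate limit of that plate's mean compound inhibition plus 3 SD, cut at about 60% in these data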;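 also: 0% = DMSO wells and 100% = LY294002 at 200 µM; higher means less KLF5 promoter-driven luciferase light; inactives centre near -14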
Platelet DG rel = inhibitors of platelet dense granule secretion, primary screen, cell-based, MLPCN, human platelets | human platelet-rich plasma, SFLLRN dense granule ATP release, luminescence | inhibition, %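 (compounds screened at 7.5 µM in platelet-rich plasma)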 | 0.22% of 300,000 active;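 active = mean replicate score, as percent of positive control, at or above 50; inconclusive = mean below 50 but at least one replicate at or above 50; inactive = mean and every replicate below 50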
AI-2 QS modul = Vibrio harveyi AI-2 quorum sensing modulators, primary screen, JMH597 strain, luminescence/OD600 ratio; Vibrio harveyi JMH597 AI-2 luminescence/OD600 ratio, 9 h; hits give low values; strain lacks LuxN and CqsS sensors; 0 = neutral-control median; AID 2094, 2009; activity change, % at 7.5 µM; 0.4% of 300,000 active; in the data active = activity change below about -75%, passing the limit was not always enough; inconclusive = no clear call, values can overlap the other calls;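 also: luminescence divided by OD600 gain over 9 h not by final OD600 alone; inactives centre near 13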
HSP90 refold inh = HSP90 inhibitors, primary screen, cell lysate, luminescence | Heat shock protein HSP 90 (rabbit reticulocyte lysate; luciferase refolding) | Rabbit reticulocyte lysate, luciferase refolding luminescence, 3 h | inhibition, % at 5.6 µM | 0.91% of 290,000 active | AID 1789, 2009;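 active = inhibition above the screen-wide mean plus 3 SD, computed separately per campaign, cut at about 16% in these data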;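 also: 0% = DMSO wells and 100% = 60 µM geldanamycin wells; inhibitors lower the luminescence because luciferase stays unfolded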
aSyn 5UTR inh = MLPCN primary screen, SNCA 5' untranslated region; inhibition, % (tested at 7.5 µM); 0.82% of 300,000 active; alpha-synuclein 5'UTR reporter, inhibitor activity; in the data active = inhibition above about 60%; inconclusive = no clear call, values can overlap the other calls;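 also: H4 neuroglioblastoma cells stably carrying SNCA 5'UTR luciferase fusion; 0% = DMSO wells and 100% = positive control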
HSF1 activator = HSF-1 activators, primary screen, NIH3T3-HGL cells, MG132 stress, luminescence, single point; activation, % at 9 µM; NIH3T3-HGL HSF-1 luciferase reporter, 8 h; 100% = twice DMSO control signal; 1.7% of 300,000 active;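 active = mean replicate activation of at least 50% with a set share of replicates each reaching 50%; inconclusive = only one of those two conditions met; inactive = mean below 50% and too few replicates reaching it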;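 also: 0% = median of the neutral control wells and 100% = twice that signal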
HSF1 inh = HSF1 inhibitors in luciferase reporter cells, primary screen, cell-based, NIH3T3, luminescence | 0.77% of 300,000 active | activity change, negative = inhibition, % at 7.5 µM (by protocol) | AID 2098, 2009 | NIH3T3-HGL HSE-luciferase, MG132-induced, luminescence 8 h; hits give low values;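 active = more than half of replicate wells show activity change below -50%, luminescence cut by over half; inconclusive = some wells, but at most half, below -50%; inactive = no replicate well below -50%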;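 also: luciferase reports HSF-1 transcriptional activity via heat shock element; 0% = median of DMSO wells and -100% = zero luminescence signal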
HIF act = HIF pathway transcriptional activators, primary screen, cell-based, U2OS HRE-luciferase, luminescence; AID 1910, 2009; activation, % at 7.5 µM (by protocol); U2OS HRE-luciferase reporter; normalized: DMSO 0%, desferrioxamine 100%; 0.32% of 300,000 active;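 active = mean activation of at least 10% of the iron chelator positive control signal, with at least half of replicates also reaching 10%; inconclusive = mean and replicate majority disagree about reaching 10%; inactive = mean and most replicates under 10%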
IEC-6 cytotox = cytotoxicity in IEC-6 intestinal epithelial cells, primary screen, cytotoxicity control for KLF5 inhibitor project, cell-based, luminescence; 0.78% of 290,000 active; inhibition, % at 5 µM; IEC-6 cytotoxicity, luminescence viability; in the data active = inhibition above about 22%;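 also: 0% = plate median of test compound wells and 100% = cytotoxic reference compound wells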
An asterisk follows results filed as active; u = inconclusive; x = not tested or not shown.

SMILES | HDAC3 inhib | KLF5 inhibitor | Platelet DG rel | AI-2 QS modul | HSP90 refold inh | aSyn 5UTR inh | HSF1 activator | HSF1 inh | HIF act | IEC-6 cytotox
CCCCNC(=O)[C@@H]1CSC2c3ccc(OC)c(OC)c3C(=O)N21 (stereo partly drawn) | 10.1 | -19.7 | 8.7 | 5.5 | -4.6 | 13.1 | 23.7 | -2.9 | -1.9 | 5.2
CCOC(=O)c1sc(NC(=O)COC(=O)CNC(=O)C2CCCCC2)c(C(=O)OCC)c1C | -5.5 | -3.2 | -2.5 | 26.9 | -1.4 | 23.5 | 0.5 | 8.8 | 0.0 | -0.4
COc1ccc(-n2c(=S)[nH]c3cc(C(=O)NCCCN4CCCC4=O)ccc3c2=O)cc1 | 3.5 | -22.1 | 1.3 | 24.5 | 0.5 | 17.5 | 5.1 | -6.5 | -35.8 | -0.7
Cc1onc(-c2c(F)cccc2Cl)c1C(=O)N1CCSCC1 | -0.7 | -14.6 | 2.0 | 26.6 | 3.1 | 10.6 | 9.3 | -4.2 | -0.1 | -2.2
COc1cc(-c2nc3ccccc3nc2-c2ccc(O)c(OC)c2)ccc1O | -2.2 | -19.9 | -3.3 | 4.7 | -1.4 | 16.2 | -9.4 | -11.0 | -1.0 | -4.3
CCOC(=O)Cn1nnc(-c2ccc(OCC(C)C)cc2)n1 | 9.0 | -33.2 | 5.4 | 15.8 | 0.1 | -6.8 | 1.4 | 1.2 | -0.1 | 3.8
O=C(NC(c1ccc(Cl)cc1)c1cc(Cl)c2cccnc2c1O)c1cccnc1 (stereo not drawn) | -0.9 | -14.2 | u | 33.7 | 5.6 | 98.0* | -30.5 | -26.8 | -0.1 | 4.7
CC1CCN(c2ccc3nnc(CCC(=O)NCCCOC(C)C)n3n2)CC1 | 2.5 | 0.4 | 3.4 | 16.2 | 1.6 | 8.4 | 13.6 | 0.2 | -0.4 | 4.5
N#C/C(=C/c1cc[nH]c1)C(N)=S | 6.6 | 4.5 | -13.6 | -4.9 | -2.2 | -16.9 | -2.9 | -10.0 | 0.2 | -0.6
CCOc1cc(/C=C2/SC(=Nc3ccccc3)N(Cc3cccnc3)C2=O)ccc1OCC#N | 5.2 | -31.7 | 10.0 | 19.6 | -4.9 | 9.6 | 26.1 | 9.3 | -0.4 | -4.9
CCCCC(=O)NC(c1ccc(Cl)cc1Cl)c1ccc2cccnc2c1O (stereo not drawn) | -0.2 | 45.4 | 1.4 | -10.6 | 8.4 | 91.6* | -39.8 | -38.3 | 28.4* | 7.2
CC(C)(C)c1ccc(C(=O)NNc2ncccc2-n2cccc2)cc1 | 2.8 | -18.7 | 29.5 | 15.1 | -0.3 | -10.8 | 16.7 | -1.2 | -0.4 | -0.5
N#C/C(=C\c1cn(CC(=O)N2CCCCC2)c2ccccc12)C(=O)NCc1ccc2c(c1)OCO2 | 9.8 | -24.3 | -4.8 | 19.0 | 3.2 | 18.3 | -1.5 | 2.6 | -0.2 | 2.9
O=C(Nc1ccccc1C(=O)NCc1ccccc1)c1ccccc1Br | 4.9 | -5.7 | 14.2 | 5.0 | -0.2 | -1.0 | 10.4 | 1.0 | -0.4 | -3.7
CCOC(=O)c1nc(C)sc1-c1ccnn1S(=O)(=O)c1cccc(Cl)c1 | u | -26.5 | -5.6 | 11.3 | 1.6 | 13.4 | 19.4 | 9.2 | -0.1 | 3.6
N#CCCN(Cc1ccncc1)C(=S)NC1CC2C=CC1C2 (stereo not drawn) | -0.8 | -11.2 | -2.1 | 17.8 | -1.7 | 21.4 | 17.4 | 6.9 | -0.1 | -0.5
C=C(C)CN1CCN(c2c(CCC#N)c(C)c(C#N)c3nc4ccccc4n23)CC1 | 3.9 | -20.9 | -26.0 | 7.4 | -2.7 | 15.5 | 0.2 | 0.2 | 0.0 | -0.7
Cc1ccc(NC(=O)CSc2ccc(-c3ccc4c(c3)OCO4)nn2)cc1F | -0.9 | 18.2 | -36.6 | 12.7 | -5.2 | -76.0 | 19.8 | 6.0 | 1.5 | -5.7
CCc1cccc(OCCOCCN2CCCC2)c1 | -2.6 | -41.6 | -1.7 | x | -1.6 | 1.1 | -24.8 | -0.5 | 0.3 | 1.3
COc1ccc(N(C(=O)c2snc(C(N)=O)c2N)C(C(=O)NC2CCCCC2)c2ccc(C)o2)c(OC)c1 (stereo not drawn) | -2.6 | 13.4 | -4.3 | -1.8 | 6.7 | 17.7 | 26.9 | 13.5 | 0.0 | 7.5
CCN(CC)CCNC(=O)c1ccc2c(c1NCCO)C(=O)c1ccccc1C2=O | 1.1 | 106.7* | 3.9 | 9.1 | 8.9 | 95.6* | 27.9 | 15.6 | 0.3 | 99.9*
CCCCCSc1nc2c(c(=O)[nH]c(=O)n2C)n1C | -0.4 | -22.3 | -0.3 | 21.2 | -1.5 | 10.4 | -21.5 | -1.7 | 0.3 | 1.6
Cc1ccc(C(=O)NNC(=O)c2cc(OCC(F)(F)F)ccc2OCC(F)(F)F)cc1 | -3.1 | -9.1 | 10.7 | 0.0 | -1.9 | 2.3 | -10.4 | 2.3 | 0.2 | -1.1
Cc1ccc2c(c1)c1c(n2CC2COC(C)(C)O2)C(=O)CCC1 (stereo not drawn) | -4.7 | -5.0 | 15.2 | 22.9 | 3.8 | 20.1 | 23.4 | 8.8 | 0.1 | -1.8

Shown as a hit in KLF5 inhibitor, of those listed so far:
Compound	HDAC3 inhib	KLF5 inhibitor	Platelet DG rel	AI-2 QS modul	HSP90 refold inh	aSyn 5UTR inh	HSF1 activator	HSF1 inh
CCN(CC)CCNC(=O)c1ccc2c(c1NCCO)C(=O)c1ccccc1C2=O	1.1	106.7*	3.9	9.1	8.9	95.6*	27.9	15.6

Continuation:
SMILES | HDAC3 inhib | KLF5 inhibitor | Platelet DG rel | AI-2 QS modul | HSP90 refold inh | aSyn 5UTR inh | HSF1 activator | HSF1 inh | HIF act | IEC-6 cytotox
CCC1=NN(C(=O)c2ccc(Cl)cc2)C(O)(c2ccc(C)cc2)C1 (stereo not drawn) | 5.8 | -17.9 | 1.6 | 12.7 | 6.0 | 16.3 | 28.9 | 11.0 | -1.1 | 10.3
CCC(C)[C@H](NC(=O)NCCCc1ccccc1)C(=O)OC (stereo partly drawn) | -2.3 | -3.6 | 9.5 | 20.6 | -2.8 | 2.7 | -6.1 | -5.5 | 0.4 | -5.5
CC(=O)/C(C#N)=C1\NC(=O)C(Cc2cc(Cl)ccc2Cl)S1 (stereo not drawn) | 10.5 | 23.9 | -3.1 | 29.5 | -0.5 | -1.8 | 1.7 | -7.0 | -0.3 | 73.7*
O=C(c1ccccc1)c1nn(-c2ccccc2)c(=O)cc1C(F)(F)F | 4.3 | -5.3 | -3.0 | 5.5 | 1.9 | -49.8 | 11.0 | 6.4 | 0.6 | 2.6
O=C(NCc1ccccc1)N1CCn2c(nc3ccccc32)C1 | -1.9 | -21.6 | 0.2 | 22.8 | -0.5 | -27.5 | 10.9 | 7.7 | -0.1 | -7.9
CCCn1c(=O)n(CC(=O)NCC2CCCO2)c(=O)c2c3c(sc21)COC(C)(C)C3 (stereo not drawn) | -7.6 | -0.7 | 10.9 | -1.2 | -2.0 | 12.9 | 14.3 | 6.2 | -0.3 | 4.1
COc1ccc(C(=O)NCc2c(CC(C)C)oc(C)c2C(=O)O)cc1 | 9.6 | 5.6 | -16.0 | 12.9 | 1.4 | -0.9 | 32.1 | 19.9 | -0.1 | 2.8
CN(C)S(=O)(=O)N(CC(=O)N1CCN(Cc2ccccc2)CC1)c1ccccc1 | -1.4 | 5.3 | 4.2 | 4.0 | -0.2 | -18.2 | -14.3 | 0.1 | -0.3 | 3.0
Cc1ccc(NC(=O)CSC(N)=O)cc1Cl | 13.4 | -28.8 | -5.7 | 10.9 | -1.8 | 0.8 | 19.5 | 11.0 | 0.3 | -4.4
COc1cccc(CNC(=O)CCC(=O)N2CCSc3ccccc32)c1OC | 8.4 | -25.5 | -1.0 | 11.6 | 4.8 | -10.7 | 16.5 | -2.3 | -0.3 | -2.7
COc1ccc(C(=O)Nc2ncc3c(n2)-c2ccccc2CC3)cc1 | 3.4 | 28.2 | 0.6 | 28.3 | -0.8 | 16.0 | -11.4 | -9.4 | -0.2 | -1.9
COc1cccc2cc(C(C)=O)c(=O)oc12 | u | -10.8 | -1.1 | 19.1 | 0.6 | -0.3 | -42.5 | -24.4 | -0.3 | -4.5
O=C(c1cccnc1Cl)N1CCOCC1 | -2.1 | -25.4 | 9.7 | 7.4 | 1.9 | -14.7 | 9.5 | -6.2 | -0.3 | 0.1
C=CCN1C(=O)C(CCCC)NC1=S (stereo not drawn) | 1.2 | -36.1 | 10.3 | 3.8 | -1.1 | 0.6 | 14.3 | -5.3 | -0.3 | 2.0
CCOc1ccc(C(=O)Nc2cc(S(=O)(=O)Nc3ccccc3Cl)ccc2N2CCOCC2)cc1 | 1.0 | -22.1 | -1.8 | 19.8 | -1.2 | 12.7 | 2.6 | -1.8 | -0.4 | 11.3
CCOc1ccc(CCNC(=O)Cn2ccc3ccccc3c2=O)cc1OCC | -5.3 | -3.0 | 0.6 | 17.3 | 5.2 | 17.9 | -7.5 | -3.9 | -1.1 | 4.0
CCS(=O)(=O)c1ccc2oc(SCC(=O)NCc3ccccc3)nc2c1 | 1.0 | -0.8 | -27.4 | 4.7 | -0.2 | -22.5 | 11.3 | 0.6 | -0.5 | 4.5
CNc1nc(SC)nc(N(C#N)CC(=O)OC)n1 | 5.8 | 3.8 | -0.1 | 38.2 | 1.0 | 2.9 | 42.8 | 1.8 | 0.7 | -0.8
COCc1nnc(NS(=O)(=O)c2ccc(Br)cc2)s1 | 0.0 | -14.2 | 7.0 | 11.6 | 1.1 | 9.5 | 5.3 | -2.2 | -0.5 | -1.4
CC(C)n1c(N2CCCC2)nc2c1c(=O)[nH]c(=O)n2C | -2.9 | -26.0 | -1.5 | 3.1 | 5.4 | 7.2 | -23.4 | -7.8 | -0.5 | -2.3
CC(=O)c1sc(NC(=O)c2cccc(N3C(=O)CCC3=O)c2)nc1-c1ccccc1 | -2.1 | x | -4.4 | 19.1 | x | 20.2 | -2.3 | 1.8 | -0.3 | x
COCCn1c(COc2ccc(C)cc2)nc2ccccc21 | 6.4 | -30.7 | -4.6 | 27.5 | -3.3 | -95.0 | 45.9 | 40.9 | 1.8 | 4.7
CCc1nnc(NC(=O)CSCc2cc(=O)n3nc(C(C)C)sc3n2)s1 | 2.1 | 6.1 | 7.2 | 18.3 | 1.0 | 1.8 | -4.5 | -3.3 | 0.5 | 3.6
CCC(C)(C)n1nnnc1C(c1ccccn1)N1CCN(c2cccc(OC)c2)CC1 (stereo not drawn) | 0.7 | -7.7 | -2.1 | 4.3 | -0.3 | -2.9 | 29.7 | 7.0 | -0.1 | -3.9
C#CCNC(=O)C1=C[C@H](C)[C@@H](CCCO)[C@H](OCC)O1 | -0.4 | -14.3 | -9.2 | 14.3 | -0.2 | -12.7 | -2.2 | -8.3 | -12.4 | -5.2
